GIRK2 activator – activators of NPY4-receptor-primed GIRK2 channels, summary, cell-based, HEK293, thallium flux. G protein-activated inward rectifier potassium channel 2 (Homo sapiens), P48051. HEK293 GIRK2/NPY4 cells, thallium flux fluorescence. activation (% efficacy), % for hits at 37.5 µM. 34,000 tested, under 10 active;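 active means primary screen hit, no activity in plain HEK293 cells, and in GIRK2-only cells above 5% efficacy rising with concentration; inactive means the rest, including fluorescent compounds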;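 further: efficacy is normalized control-subtracted fluorescence 15 s after thallium addition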
Target sequence (P48051 whole entry, looked up): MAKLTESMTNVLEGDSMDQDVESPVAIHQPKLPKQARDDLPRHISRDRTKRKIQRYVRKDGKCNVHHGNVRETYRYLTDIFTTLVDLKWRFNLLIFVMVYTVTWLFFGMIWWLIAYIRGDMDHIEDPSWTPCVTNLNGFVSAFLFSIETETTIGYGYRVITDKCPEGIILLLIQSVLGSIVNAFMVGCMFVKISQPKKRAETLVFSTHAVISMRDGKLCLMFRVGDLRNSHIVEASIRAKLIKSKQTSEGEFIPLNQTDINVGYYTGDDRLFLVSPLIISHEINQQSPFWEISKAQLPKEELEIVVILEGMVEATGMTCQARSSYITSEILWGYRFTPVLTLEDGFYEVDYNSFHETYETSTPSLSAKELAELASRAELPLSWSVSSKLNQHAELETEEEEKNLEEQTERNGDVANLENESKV
Calls only; i = inactive.

SMILES	GIRK2 activator
CC1Cc2c(NC(=O)c3cc(Cl)ccc3Cl)nn(C)c2NC1=O (configuration not stated)	i
COc1cc(S(=O)(=O)Nc2cccc3cn[nH]c23)c(OC)cc1C	i
Cc1cc(C)n(CCNC(=O)c2snnc2C)n1	i
COc1cccc(NC(=O)C(=O)NCC(c2cccn2C)N2CCCCCC2)c1 (configuration not stated)	i
COC(=O)c1cc(Br)ccc1NC(=O)c1ccc(OC)c(OC)c1	i
COc1ccc(NC(=O)C(=O)NCC2(c3ccccc3)CCOCC2)cc1Cl	i
NS(=O)(=O)c1ccc(CCNS(=O)(=O)CCCOc2ccc3c(c2)OCO3)cc1	i
Cc1[nH]c(=O)[nH]c(=O)c1CC(=O)N1CCN(c2ncccn2)CC1	i
CC(C)(C)c1ccc(S(=O)(=O)NCC(=O)N2CCOC(c3ccccc3)C2)cc1 (configuration not stated)	i
COc1cn(CC(=O)Nc2cccc(C)c2C)c(CSc2nncn2C)cc1=O	i
Cc1cccc(NC(=O)c2ccc(=O)n(Cc3cccc(Cl)c3)c2)c1	i
CC(C)c1nnc(C2CCN(C(=O)c3ccsc3)CC2)o1	i
COc1ccc(Cn2c(=O)c3sccc3n(Cc3nc(-c4ccc(C)c(C)c4)no3)c2=O)cc1	i
CCNC(=O)C1Cc2ccccc2N1C(=O)/C=C\c1ccccc1 (configuration not stated)	i
CCC(C(=O)Nn1cnc2c(cnn2C(C)(C)C)c1=O)c1ccccc1 (configuration not stated)	i
Cc1cc(C(=O)NCC(O)(c2cccs2)C2CC2)no1 (configuration not stated)	i
Cc1csc(C(=O)NCC2CCN(S(=O)(=O)C3CC3)CC2)c1	i
C#CCOCC(O)CN1CCN(C(c2ccccc2)c2ccccc2)CC1 (configuration not stated)	i
CCn1nccc1C(=O)N(CCN1CCOCC1)c1nc2c(Cl)cccc2s1	i
O=C1SC(Nc2cccc([N+](=O)[O-])c2)C(=O)N1c1ccc(F)cc1 (configuration not stated)	i
Cn1nnc2c(SCc3ccccc3)ncnc21	i
CCOC(=O)c1sc(NC(=O)c2cc(C)nn2CC)cc1C	i
Cc1ccccc1C(=O)NCCS(=O)(=O)N1CCN(c2ncccn2)CC1	i
O=C(c1nc2ccccc2s1)N(Cc1ccco1)c1nc2ccccc2s1	i
CN(C)S(=O)(=O)c1ccc(C(=O)Nc2ccc(CC(=O)N3CCOCC3)cc2)cc1	i
(more compounds)
SMILES	GIRK2 activator
COc1ccc2nc(-c3cccc(NC(=O)Nc4ccc(C)cc4)c3)cn2n1	i
CC(=O)N1CCc2c(sc(NC(=O)c3cc(C)no3)c2C(N)=O)C1	i
O=S(=O)(c1ccc(Cl)c(C(F)(F)F)c1)N1CCN(Cc2ccccc2)CC1	i
CSc1cccc(NC(=O)Cc2csc(SCC(=O)c3ccccc3)n2)c1	i
COc1cccc(NC(=O)Nc2ccc(Cl)c(N3CCCS3(=O)=O)c2)c1OC	i
CCn1c(=O)c(C(=O)Nc2ccccc2C(F)(F)F)cc2cccnc21	i
COc1ccc(N2CCN(C(=O)c3ccccc3I)CC2)nn1	i
Cc1cc(F)ccc1S(=O)(=O)NCC1CCN(C2CCCC2)CC1	i
CCOc1ccccc1NC(=O)C(=O)NCC1(c2cccs2)CCCC1	i
O=C(NCCCN1CCOCC1)c1ccc(N2CCCCS2(=O)=O)cc1	i
COc1ccc(SCCC(=O)N2CCN(c3nc4ccc(F)cc4s3)CC2)cc1	i
Cc1ccc(-n2ccnc2N2CCN(C(=O)c3ccc(OC(C)C)cc3)CC2)cc1	i
COc1ccc(NC(=O)CSC2=NS(=O)(=O)c3ccc(C)cc3N2)cc1Cl	i
O=C(NCC1CCN(Cc2ccco2)CC1)C12CC3CC(CC(C3)C1)C2	i
CCOc1ccc(-c2ccc(C)c(NC(=O)c3ccc(S(=O)(=O)N(C)C)cc3)c2)nn1	i
COc1ccc(C(=O)CSc2nnc(CCn3ccc(=O)[nH]c3=O)o2)cc1OC	i
O=C(CCCn1nc(-c2ccc(F)cc2)ccc1=O)Nc1nc2ccccc2[nH]1	i
O=C(NCCc1cccs1)C(=O)Nc1cccnc1	i
CC(C)C(=O)Nc1ccc(S(=O)(=O)NCCN2CCOC(c3ccccc3)C2)cc1 (configuration not stated)	i
C=CCn1c(C2CC(=O)N(c3ccc(Cl)cc3)C2)nc2ccccc21 (configuration not stated)	i
O=C(NCCN1CCC(c2cccs2)CC1)Nc1cccs1	i
Cc1cccc(NC(=O)Cc2cc(-c3cccs3)on2)c1C	i
O=C(/C=C/c1cccs1)NCCCn1cccc1	i
CC(O)(CNC(=O)C12CC3CC(CC(C3)C1)C2)c1ccc2c(c1)OCO2 (configuration not stated)	i
COCC(C)(O)CNC(=O)COc1ccccc1C (configuration not stated)	i

Some of the entries above in another layout:
| SMILES | GIRK2 activator |
| --- | --- |
| CCn1c(=O)c(C(=O)Nc2ccccc2C(F)(F)F)cc2cccnc21 | i |
| COc1ccc(N2CCN(C(=O)c3ccccc3I)CC2)nn1 | i |
| Cc1cc(F)ccc1S(=O)(=O)NCC1CCN(C2CCCC2)CC1 | i |
| CCOc1ccccc1NC(=O)C(=O)NCC1(c2cccs2)CCCC1 | i |
| O=C(NCCCN1CCOCC1)c1ccc(N2CCCCS2(=O)=O)cc1 | i |
| COc1ccc(SCCC(=O)N2CCN(c3nc4ccc(F)cc4s3)CC2)cc1 | i |
| Cc1ccc(-n2ccnc2N2CCN(C(=O)c3ccc(OC(C)C)cc3)CC2)cc1 | i |
| COc1ccc(NC(=O)CSC2=NS(=O)(=O)c3ccc(C)cc3N2)cc1Cl | i |
| O=C(NCC1CCN(Cc2ccco2)CC1)C12CC3CC(CC(C3)C1)C2 | i |
| CCOc1ccc(-c2ccc(C)c(NC(=O)c3ccc(S(=O)(=O)N(C)C)cc3)c2)nn1 | i |
| COc1ccc(C(=O)CSc2nnc(CCn3ccc(=O)[nH]c3=O)o2)cc1OC | i |
| O=C(CCCn1nc(-c2ccc(F)cc2)ccc1=O)Nc1nc2ccccc2[nH]1 | i |
| O=C(NCCc1cccs1)C(=O)Nc1cccnc1 | i |
| CC(C)C(=O)Nc1ccc(S(=O)(=O)NCCN2CCOC(c3ccccc3)C2)cc1 (configuration not stated) | i |
| C=CCn1c(C2CC(=O)N(c3ccc(Cl)cc3)C2)nc2ccccc21 (configuration not stated) | i |
| O=C(NCCN1CCC(c2cccs2)CC1)Nc1cccs1 | i |
| Cc1cccc(NC(=O)Cc2cc(-c3cccs3)on2)c1C | i |

Remaining list, next part
SMILES	GIRK2 activator
Cc1ccccc1OCC(=O)NCC1CCN(S(C)(=O)=O)CC1	i
O=C(Cc1csc(-n2cccc2)n1)N1CCN(c2ccccn2)CC1	i
CCN(CC)c1ccc(N2CCN(S(=O)(=O)c3ccc(Cl)cc3)CC2)nn1	i
O=C(c1ccco1)N1CCN(S(=O)(=O)c2c(Cl)cccc2Cl)CC1	i
O=C(/C=C/c1ccco1)NCC1CCN(Cc2ccsc2)CC1	i
O=C(CC(c1ccccc1)c1ccccc1)NCCn1nc(-c2ccncc2)ccc1=O	i
O=c1c2nc(N3CCOCC3)sc2c(-c2ccco2)nn1CCc1ccccc1	i
Cc1nc(NCc2ccc(F)cc2)nc(NCc2ccco2)c1[N+](=O)[O-]	i
CCc1ccc(NCc2cc3cc4c(cc3n(CC(=O)Nc3cc(C)ccc3C)c2=O)OCCO4)cc1	i
Cc1cc(=O)[nH]c(-n2nc(C3CC3)cc2NC(=O)C(c2ccccc2)c2ccccc2)n1	i
CCCCS(=O)(=O)N1CCC2(CC1)NC(=O)N(Cc1ccccc1)C2=O	i
O=C(NCC1(O)CCCC1)C1CC(=O)N(c2ccccc2)C1 (configuration not stated)	i
CC(C)C(=O)Nc1ccc(S(=O)(=O)NCC(=O)N2CCOC(c3ccccc3)C2)cc1 (configuration not stated)	i
O=S(=O)(NCCOc1ccc(-c2ccccc2)nn1)c1ccc(Br)cc1	i
Cc1c(C(=O)Nc2sc3c(c2C#N)CCCC3)nnn1-c1ccccc1	i
Cn1nc(-c2cccc(NS(=O)(=O)c3cccc([N+](=O)[O-])c3)c2)ccc1=O	i
CSc1ccccc1C(=O)Nc1sc(SCC(N)=O)nc1-c1ccccc1	i
CCn1nc(C)cc1C(=O)Nc1nc(-c2cccs2)cs1	i
COc1ccc(CCNC(=O)COc2c(C)ccc(C)c2C)cc1OC	i
CCOC(=O)C(=O)Nc1cccc(N2CCCCC2=O)c1	i
CS(=O)(=O)N1CCC(CNC(=O)CCC2CCCCC2)CC1	i
O=C(Nc1cccc(Cl)c1)Nc1cccc(-c2cnc3n2CCC3)c1	i
COc1ccc(CC(=O)NCC(C)(O)C2CC2)cc1OC (configuration not stated)	i
CSc1ccccc1NC(=O)C(=O)NCC1(c2cccs2)CCCC1	i
O=C(CCc1csc(NC(=O)c2ccc(F)cc2)n1)NCC1CCCCC1	i
Further entries
SMILES	GIRK2 activator
O=S(=O)(NCCOc1ccc2nnc(-c3cccc(F)c3)n2n1)c1cccs1	i
CCOC(=O)Nc1ccc2cn[nH]c2c1	i
NC(=O)C1CCN(C(=O)c2nn(-c3ccc(F)cc3)cc2OCc2ccccc2)CC1	i
CC(NC(=O)c1ccco1)c1nc2ccccc2n1CCCc1ccccc1 (configuration not stated)	i
COc1cn(CC(=O)NC2CCCC2)c(CSc2ccc(C)cc2)cc1=O	i
CCOC(=O)c1ccccc1NC(=O)COC(=O)CCCC1=NS(=O)(=O)c2ccccc2N1	i
O=C(Nc1ccccc1)N1CCC(c2nnc(-c3ccco3)o2)CC1	i
O=C(NCC(=O)N1CCn2c1nc1ccccc12)c1c[nH]c2ccccc12	i
COc1ccc2c(=O)c(Oc3ccc(C(=O)N4CCN(Cc5ccccc5)CC4)cc3)coc2c1	i
Cc1nn(C2CCS(=O)(=O)C2)c(C)c1CC(=O)N1CCN(c2ccccc2F)CC1 (configuration not stated)	i
COc1ccc(Cl)cc1NC(=O)CCc1c(C)nn(-c2nc(C)cc(=O)[nH]2)c1C	i
O=C(CCSc1ccccc1)N1CCN(C(=O)c2cnn3ccccc23)CC1	i
O=C(NCCCn1nc(-c2ccc(F)cc2)ccc1=O)Nc1cccs1	i
Cc1ccc(NC(=O)N(Cc2cccn2C)C2CC2)cc1C	i
CC(C)(C)NC(=O)N1CCC(c2nnc(-c3ccco3)o2)CC1	i
COc1ccc(S(=O)(=O)Nc2nc(C(=O)Nc3ccccc3)cs2)cc1	i
O=C(NCc1ccsc1)c1ccc(-c2ccccc2)cc1	i
COc1ccc(NC(=O)CCCn2nc(-c3ccco3)ccc2=O)cc1OC	i
O=C(CSc1nc2ccsc2c(=O)n1Cc1ccc2c(c1)OCO2)NCc1ccccc1Cl	i
Cc1ccc(-c2cn(CC(=O)NCc3ccc(F)cc3)nc2N(C)C)cc1	i
O=S(=O)(c1cccs1)N1CCN(c2ccc(-c3ccco3)nn2)CC1	i
COc1ccc(-c2nnc3ccc(OCCNS(C)(=O)=O)nn23)cc1OC	i
O=C(Cc1ccc(NC(=O)C23CC4CC(CC(C4)C2)C3)cc1)NCc1cccs1	i
COc1ccc(F)cc1S(=O)(=O)NCCn1nc(-c2cccs2)n(C)c1=O	i
O=C(CCCS(=O)(=O)c1ccccc1)Nc1nc2c(s1)CCc1ccccc1-2	i
Continuation:
SMILES	GIRK2 activator
O=C(NCCOc1ccc(-c2ccco2)nn1)c1cccs1	i
CC(=O)Nc1ccc(C(=O)CN2C(=O)CSC2=O)cc1	i
COc1ccc(Br)cc1C1NCCS1 (configuration not stated)	i
CC(=O)Nc1ncc(CN2CCNCC2)s1	i
O=C(CCN1CCOCC1)Nc1cccc(C(F)(F)F)c1	i
O=C(NCc1cccs1)NCC(c1ccsc1)N1CCCC1 (configuration not stated)	i
O=C(NCc1ccco1)C(=O)Nc1ccc(Cl)c(N2CCCS2(=O)=O)c1	i
CC(C)(Oc1ccc(Cl)cc1)C(=O)NCC(C)(O)c1ccc2c(c1)OCO2 (configuration not stated)	i
Cc1cccc(S(=O)(=O)Nc2ccc(Cl)c(Cl)c2)c1	i
O=C(NCC1CCN(c2ncccn2)CC1)C(=O)Nc1ccc(OC(F)(F)F)cc1	i
COc1ccc(Cl)cc1NC(=O)Cn1nc(C)c(C(C)=O)c1C	i
CCc1c(C)nc(-n2nc(-c3ccco3)cc2NC(=O)c2ccc(Br)o2)[nH]c1=O	i
O=C(c1ccc(Cl)cc1)N1CCC2(CC1)NC(=O)N(Cc1ccc(F)cc1)C2=O	i
COc1ccc2sc(N(CCN3CCOCC3)C(=O)c3ccc(Br)s3)nc2c1	i
O=S(=O)(c1ccc(Cl)s1)N1CCC(c2cccs2)CC1	i
COc1ccc(C(=O)NCC2CCN(S(C)(=O)=O)CC2)cc1OC	i
O=C(NCCC(O)c1cccs1)c1cc(-c2ccccc2)on1 (configuration not stated)	i
O=C(Cc1cccs1)NCC1CCN(Cc2ccco2)CC1	i
CCOc1ccc(N2C(=O)C3N=NN(CC(=O)Nc4ccc(OC)cc4OC)C3C2=O)cc1 (configuration not stated)	i
COCCNC(=O)Cn1nc2c(c1NC(=O)c1cc(Cl)ccc1Cl)CSC2	i
O=C(Cn1c(=O)oc2ccccc21)NCC(O)(c1ccco1)C1CC1 (configuration not stated)	i
Cc1ccc(CNC(=O)c2nnn(-c3ccc(F)cc3)c2-c2ccncc2)cc1C	i
COc1ccc(Cl)cc1C(=O)NNC(=O)c1cccn(Cc2ccc(F)cc2)c1=O	i
O=C(CSc1ccc(NC(=O)c2ccccc2)nn1)NCc1ccco1	i
O=C(CSC1=NC2(CCCC2)N=C1c1ccccc1)Nc1ccc2c(c1)OCCO2	i
Following part
SMILES	GIRK2 activator
O=S(=O)(N1CCOCC1)n1c(Cc2ccccc2)nc2ccccc21	i
CCOc1ccc(NC(=O)Cn2nc3ccc(SCc4ccc(Cl)cc4)nn3c2=O)cc1	i
O=C(CN1CCN(c2ccc(F)c(F)c2)C1=O)NC1CCS(=O)(=O)C1 (configuration not stated)	i
COc1ccc(OC)c(-c2cc(C(=O)N3CCC(Cn4cccn4)CC3)[nH]n2)c1	i
Cc1ccc(OCCN2CCN(C(=O)c3cc4ccccc4oc3=O)CC2)cc1	i
COc1ccc(CCC(=O)N2CCN(c3cc(-c4cccnc4)[nH]n3)CC2)cc1	i

An excerpt; rates above refer to the full screens.
